Screens as filed in PubChem.
TbREL1 primary = TbREL1 RNA ligase inhibitors, primary screen, biochemical, FRET fluorescence; TbREL1 RNA ligation; actives 0.49% (n = 89,000); inhibition, % at 9.66 µM; RNA-editing ligase 1, mitochondrial (Trypanosoma brucei brucei), P86926; AID 1117264, 2014;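 active = inhibition above the mean inhibition across all screened compounds plus 3 SD, cut at about 11% in these data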;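 note: 0% = plate median of test wells and 100% = NSC42067 control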
Target sequence (P86926 whole entry, looked up): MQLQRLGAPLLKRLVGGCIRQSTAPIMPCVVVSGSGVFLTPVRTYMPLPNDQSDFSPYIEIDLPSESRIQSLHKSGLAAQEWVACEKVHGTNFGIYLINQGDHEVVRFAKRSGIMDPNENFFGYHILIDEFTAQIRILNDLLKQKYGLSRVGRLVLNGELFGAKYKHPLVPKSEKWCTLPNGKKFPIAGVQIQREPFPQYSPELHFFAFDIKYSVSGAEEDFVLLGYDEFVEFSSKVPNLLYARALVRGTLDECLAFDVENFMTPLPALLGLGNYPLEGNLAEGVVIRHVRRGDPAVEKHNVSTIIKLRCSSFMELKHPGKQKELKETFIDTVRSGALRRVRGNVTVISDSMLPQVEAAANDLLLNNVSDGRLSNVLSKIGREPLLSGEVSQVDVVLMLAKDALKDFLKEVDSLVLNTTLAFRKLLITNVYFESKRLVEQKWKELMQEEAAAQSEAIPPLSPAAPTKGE
The depositor's hits bear a star. These rows are one share of the data, so the mix of outcomes need not match the whole.

SMILES	TbREL1 primary
CCCCn1c(=O)c(C(=O)Nc2ccccc2Cl)c(O)c2ccccc21	0.4
CCOC(=O)C12C(=O)OCC1C2c1ccccc1 (configuration not stated)	1.5
OCC#CC[N+]1(CC#Cc2ccccc2)CCOCC1	0.8
C=CCn1c(O)c(C(CC)=NCCCO)c(=O)[nH]c1=O	5.5
CC(=O)N1CCC2(CC1)CC(=O)c1cc(OCC(=O)N3CCN(C)CC3)ccc1O2	-0.7
O=C(NC1CC1)C1CSC(c2cccnc2)=N1 (configuration not stated)	-1.8
O=C(COC(=O)Cc1ccccc1)NCCNC(=O)COC(=O)Cc1ccccc1	0.4
CC(Cc1cnccn1)NCc1c(C(=O)N2CCCCCCC2)nc2ccc(Cl)cn12 (configuration not stated)	-3.1
Cc1ccc(C(O)(C(=O)OC(C)C)C(O)c2ccccc2)cc1 (configuration not stated)	-1.2
Cc1nn(Cc2ccccc2)c(Cl)c1C(=O)OCC(=O)Nc1cccc2ccccc12	1.4
O=C(NC1CC2CCCC(C1)N2)c1ccccc1 (configuration not stated)	-1.5
COc1ccc(-c2nn(CCC#N)cc2C(=O)NCc2ccccc2)cc1OC	-0.2
COC(=O)C1=C(c2c(C)noc2C)C[C@@H]2CC[C@H]1N2C(=O)NCCNC(C)=O	-0.5
CCOC(=O)c1c(C)n(Cc2ccccc2)c2ccc(OCC(O)Cn3nc(C)nc3C)cc12 (configuration not stated)	-1.2
O=c1cccc2n1CC1CC2CN(c2ncnc3c2cnn3-c2ccccc2)C1 (configuration not stated)	2.3
CN(C)C(=O)Oc1ccc(OCc2n(C)c3ccccc3[n+]2C)cc1	4.0
CCOC(=O)[C@]12Cc3ccccc3[C@H]1N(Cc1ccccc1)C(=O)c1cc(F)c(F)cc12	6.1
CC(=NCc1cccnc1)c1c(O)n(-c2ccc(C)cc2)c(=O)[nH]c1=O	-3.3
Cc1nn(Cc2ccccc2)c(Cl)c1C(=O)Nc1ccc(OC(F)(F)F)cc1	2.6
N=C1c2ccccc2CN1c1ccc(F)c([N+](=O)[O-])c1	-0.2
O=C1NC(=O)C(=Cc2ccc(-c3ccc(F)cc3O)o2)C(=O)N1	15.6*
CC(C)(C)c1ccc(CN2C(=O)CN=C(c3ccccc3)c3ccccc32)cc1	-1.8
CC12CC[C@H]3[C@@H](CCC4(O)C[C@H](O)CCC34/C=N/NC(=O)Cc3ccccc3)C1(O)CCC2C1=CC(=O)OC1 (some centres not stated)	-2.6
COc1ccc(CCNCc2ccc(F)cc2)cc1OC	0.3
CCOC(=O)[C@]12Cc3ccccc3[C@H]1N(CCC(=O)OC)C(=O)c1ccccc12	4.2
CCN1C(=O)NC(=O)/C(=C\c2ccc(N3CCOCC3)cc2OC)C1=O	5.0
COC(=O)C1=C(c2ccccc2)C[C@@H]2CC[C@H]1N2C(=O)NCc1ccco1	-2.0
CCC(C)(C)n1nnnc1C(c1cccs1)N1CC=C(c2ccc(F)cc2)CC1 (configuration not stated)	0.5
O=C1c2ccccc2-n2nnc(-c3ccccc3)c2C2c3ccccc3CCN12 (configuration not stated)	3.7
O=C(c1cc(F)ccc1F)C1CCCN(Cc2cc(Cl)ccc2O)C1 (configuration not stated)	3.5

Structures from the list above that have fluorine, in the order listed:
SMILES	TbREL1 primary
CCOC(=O)[C@]12Cc3ccccc3[C@H]1N(Cc1ccccc1)C(=O)c1cc(F)c(F)cc12	6.1
Cc1nn(Cc2ccccc2)c(Cl)c1C(=O)Nc1ccc(OC(F)(F)F)cc1	2.6
N=C1c2ccccc2CN1c1ccc(F)c([N+](=O)[O-])c1	-0.2
O=C1NC(=O)C(=Cc2ccc(-c3ccc(F)cc3O)o2)C(=O)N1	15.6*
COc1ccc(CCNCc2ccc(F)cc2)cc1OC	0.3
CCC(C)(C)n1nnnc1C(c1cccs1)N1CC=C(c2ccc(F)cc2)CC1 (configuration not stated)	0.5
O=C(c1cc(F)ccc1F)C1CCCN(Cc2cc(Cl)ccc2O)C1 (configuration not stated)	3.5

Next part:
SMILES	TbREL1 primary
COC(=O)C1C2c3ccccc3C(c3ccccc32)C1(C)C(=O)OC (configuration not stated)	5.0
Cc1nc2ccccc2c(=O)n1-c1ccc(-c2ccccc2)cc1	-0.7
Cc1cc(N2CCNC[C@@H]2C)ccc1N1CCN[C@H](C)C1	0.6
O=c1[nH]c(=O)n(-c2cccc(Cl)c2)c(O)c1/C=N/c1ccccn1	-3.1
CCN1CCN(CC(=O)c2c(C)n(Cc3ccccc3)c3ccc(OC)cc23)CC1	-2.1
CCC(c1nnnn1-c1ccc(OC)cc1)N1CCC(n2c(=O)[nH]c3ccccc32)CC1 (configuration not stated)	6.4
CCN(CCNc1ccc([N+](=O)[O-])c2cccnc12)S(=O)(=O)c1ccc(Cl)cc1	2.7
COC(=O)C1=C(c2ccc(OC(F)(F)F)cc2)C[C@@H]2CC[C@H]1N2C(=O)NCCO	1.7
Clc1ccc(OCC#CCN2CCCCCC2)cc1	-0.7
CN1C2CCC1CC(OC(=O)c1ccc([N+](=O)[O-])cc1)C2 (configuration not stated)	1.6
COC(=O)C1=C(c2ccc(-c3ccccc3)c(F)c2)C[C@@H]2CC[C@H]1N2C(=O)NCc1ccco1	-0.8
CC(C)C12CN3CC(C(C)C)(CN(C1)C3c1cccnc1)C2=O (configuration not stated)	5.5
CCOc1ccc(C=C2C(=O)NC(=S)NC2=O)cc1OCC	-1.6
CSCCC(c1nnnn1-c1ccc2c(c1)OCCO2)N1CCC(n2c(=O)[nH]c3ccccc32)CC1 (configuration not stated)	-1.9
O=C(CN1CCN(Cc2cccc(Cl)c2)C1=O)N1CCC2(CC1)OCCO2	1.9
FC(F)(F)C1=NC(C(F)(F)F)=NP(N2CCOCC2)(N2CCOCC2)=N1	5.6
O=C(O)C12C3CCCC1C32c1ccccc1 (configuration not stated)	2.2
COc1ccc(C2=NS(=O)(=O)N(C)C(C(=O)N3CCC4(CC3)OCCO4)=C2)cc1OC	-1.4
O=c1[nH]c2ccccc2n1C1CCN(C(c2ccnc3ccccc23)c2nnnn2-c2ccc3c(c2)OCCO3)CC1 (configuration not stated)	0.8
COC(=O)C1=C(c2cc3ccccc3o2)C[C@@H]2CC[C@H]1N2C(=O)NCCNC(C)=O	0.0

Reformatted field by field: part of the list above
Cc1ccc(C(O)(C(=O)OC(C)C)C(O)c2ccccc2)cc1 (configuration not stated)
  TbREL1 primary: -1.2

Cc1nn(Cc2ccccc2)c(Cl)c1C(=O)OCC(=O)Nc1cccc2ccccc12
  TbREL1 primary: 1.4

Continued:
SMILES	TbREL1 primary
COc1cc([C@H]2OC[C@H]3[C@@H]2CO[C@@H]3c2cc(OC)c(O[C@@H]3O[C@H](CO)[C@@H](O)[C@H](O)[C@H]3O)c(OC)c2)cc(OC)c1O[C@H]1O[C@@H](CO)[C@H](O)[C@@H](O)[C@@H]1O	2.0
N#CC1c2ccccc2-n2nncc2CN1Cc1cc(Cl)cc(Cl)c1 (configuration not stated)	-0.1
O=C(Cc1ccc(Br)cc1)N1CCN(Cc2ccccc2)CC1	-2.1
Cn1c(O)c(C=NCCN2CCNCC2)c(=O)n(C)c1=O	0.5
Nc1nc(SCCC(F)=C(F)F)n[nH]1	-0.9
CCCCn1c(O)c(C(CC)=NCCN2CCOCC2)c(=O)[nH]c1=O	-4.0
O=c1[nH]c(=O)n(Cc2ccco2)c(O)c1C=NCCN1CCNCC1	-0.1
C[C@@H]1CN([C@H](C)CO)C(=O)CCCn2nncc2CO[C@H]1CN(C)C(=O)Oc1cccc2ccccc12	-3.1
CCCSP1(=S)NCCCO1 (configuration not stated)	6.1
Cc1cc(C)nc(N2Cc3ccccc3C2=N)n1	1.0
CC(=O)C1C2c3ccccc3O[C@@]1(C)N=c1s/c(=C/c3ccoc3)c(=O)n12 (some centres not stated)	-1.2
Cc1cc(N=Nc2ccccc2C)ccc1N	1.4
CN1CCN(c2cc(N3CCNCC3)ccc2[N+](=O)[O-])CC1	13.9*
C=CCCC(NC(=O)OCc1ccccc1)P(=O)(Oc1ccccc1)Oc1ccccc1 (configuration not stated)	0.7
CC(=NCC1CCCO1)c1c(O)n(-c2ccc(Cl)cc2)c(=O)[nH]c1=O (configuration not stated)	-1.0
Cc1oc(-c2ccccc2)nc1CN1C(=O)C(C)N=C(c2ccccc2F)c2cc(Cl)ccc21 (configuration not stated)	1.4
N#Cc1ccc(NC(=O)CCNC(=O)c2ccco2)cc1Cl	-1.1
COc1ccc(/C=N/N=C(/N)N[N+](=O)[O-])c(OC)c1	1.2
O=C(CN1CCN(Cc2ccc(Cl)cc2)C1=O)N1CCC2(CC1)OCCO2	-0.1
CC(C)N1C(=O)CCC1C(=O)N1CCC2(CC1)OCCO2 (configuration not stated)	1.5

3 compounds already listed, sorted by count of non-hydrogen atoms, ascending:
SMILES	TbREL1 primary
Cc1cc(N=Nc2ccccc2C)ccc1N	1.4
N#Cc1ccc(NC(=O)CCNC(=O)c2ccco2)cc1Cl	-1.1
CC(=O)C1C2c3ccccc3O[C@@]1(C)N=c1s/c(=C/c3ccoc3)c(=O)n12 (some centres not stated)	-1.2

New compounds follow:
SMILES	TbREL1 primary
COc1ccc(C(CC(=O)N2CCC3(CC2)OCCO3)NS(=O)(=O)c2ccc(C)cc2)cc1 (configuration not stated)	2.5
COCCn1c(O)c(/C=N/NC(=O)CSC(=S)N2CCCC2)c(=O)[nH]c1=S	3.1
NS(=O)(=O)c1ccc(-c2ccc(C=C3C(=O)NC(=S)NC3=O)o2)cc1	6.2
C=CCn1c(O)c(C=Nc2c(C)n(C)n(-c3ccccc3)c2=O)c(=O)[nH]c1=O	1.6
C=CCn1c(O)c(/C(C)=N/N2CCN(C)CC2)c(=O)[nH]c1=O	1.3
CSc1nc(C)c(Br)c(N2CC2)n1	2.4
O=P(/C(=N/O)N1CCOCC1)(N1CCOCC1)N1CCOCC1	-0.6
NC(Cc1ccccc1)[P+](=O)O (configuration not stated)	1.7
CCCC(C)C1C(C#N)=C(N)Oc2c1c(=O)oc1ccccc21 (configuration not stated)	1.8
CCN(CC)C(=O)c1ccc(NC(=O)COC(=O)c2ccc(Cl)s2)cc1	0.5
CCOC(=O)COc1ccc2c(c1)c(C(C)=O)c(C)n2Cc1ccccc1	-0.3
CN1CCN(C(=S)SCC(=O)Nc2ccc(Cl)cc2C(=O)c2ccccc2)CC1	2.8
CCOP(=O)(OCC)C(NC(=O)c1cccc([N+](=O)[O-])c1)C(Cl)(Cl)Cl (configuration not stated)	5.7
CCP(=S)(CC)c1ccc(N(C)C)cc1	-4.0
CN1CCN(C(=O)COc2ccc(S(=O)(=O)Nc3ccc(F)cc3)cc2)CC1	0.6
CC(=O)OC1N=C(c2ccccc2Cl)c2cc(Br)ccc2N(C)C1=O (configuration not stated)	0.1
O=C(N/N=C\C1C(=O)NC(=S)N(c2ccccc2)C1=O)c1ccc(O)cc1 (configuration not stated)	3.0
Cc1csc(=N)n1Cc1ccccc1	-1.0
CCOC(=O)[C@]12Cc3cc(C)ccc3[C@H]1N(C(C)C)C(=O)c1ccccc12	1.5
CC(C)(C)OC(=O)NCCCCC(N)[P+](=O)O (configuration not stated)	0.7
CCOc1ccc(CN2CCN(C(=O)Cc3ccccc3)CC2)cc1	-1.7
O=C1C2CCCN2C(c2cccs2)N1c1ccccn1 (configuration not stated)	0.7
Cc1cc(OCC(=O)N2CCC(C(=O)NCC(C)C)CC2)c2c3c(c(=O)oc2c1)CCCC3	-0.4
Cc1cc(C(=O)N2CCC3(CC2)OCCO3)no1	-0.4
CO[C@H]([C@H](C)/C=C/N(C)C=O)[C@@H](C)C(=O)CC[C@H](C)[C@H](O)[C@H](C)[C@H]1OC(=O)/C=C/C(C)=C/[C@H](O)[C@H](OC)C[C@@H]2C=CC[C@@H](C[C@H](OC)[C@@H](CO)[C@@H](OC)C[C@@H](OC)[C@@H]1C)O2	-6.5
C=CCn1c(O)c(C(C)=NCCC(c2ccccc2)c2ccccc2)c(=O)[nH]c1=O	0.1
COc1ccc(C(c2c(O)c3ccccc3oc2=O)c2c(C)n(C)n(-c3ccccc3)c2=O)cc1 (configuration not stated)	0.6
COC(=O)C1=C(c2ccc(F)cc2OCc2ccccc2)C[C@@H]2CC[C@H]1N2C(=O)NCc1ccc([N+](=O)[O-])cc1	3.2
C=CCn1c(O)c(C(C)=NCc2cc(OC)cc(OC)c2)c(=O)[nH]c1=O	-0.6
CCn1c(O)c(C=NCCN2CCOCC2)c(=O)n(CC)c1=S	-3.1
CC(=O)N1CCN(CC(=O)Nc2ccc(C#N)c(Cl)c2)CC1	-1.3
CC(C)n1nnnc1CN1CCN(C)CC1	0.5
COc1ccc(CC2C(=O)N(c3ccccc3)C(=O)N(c3ccccc3)C2=O)c(OC)c1	-2.8
COC(=O)C1=C(c2ccc(S(C)(=O)=O)cc2)C[C@@H]2CC[C@H]1N2C(=O)NCC1CC1	-2.1
COc1cccc(NC(=O)N2CCC3(CC2)OCCO3)c1	-2.8
COc1ccc(-n2nnnc2C(c2cccc3ccccc23)N2CCC(n3c(=O)[nH]c4ccccc43)CC2)cc1 (configuration not stated)	-2.3

Exported with each value named: entries from further up
> COc1ccc(-n2nnnc2C(c2cccc3ccccc23)N2CCC(n3c(=O)[nH]c4ccccc43)CC2)cc1 (configuration not stated)
  TbREL1 primary: -2.3
> COC(=O)C1=C(c2ccc(S(C)(=O)=O)cc2)C[C@@H]2CC[C@H]1N2C(=O)NCC1CC1
  TbREL1 primary: -2.1
> COc1ccc(CC2C(=O)N(c3ccccc3)C(=O)N(c3ccccc3)C2=O)c(OC)c1
  TbREL1 primary: -2.8
> CC(=O)N1CCN(CC(=O)Nc2ccc(C#N)c(Cl)c2)CC1
  TbREL1 primary: -1.3
